# DAX1 inh-1: NR0B1 (DAX1) inhibition | 340,000 compounds, 0.99% hits | HEK293 Gal4-DAX1 luciferase reporter, luminescence | AID 504766 | inhibition, % at 6.75 µM | P51843;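 active = inhibition above the mean over all tested compounds plus 3 SD, cut at about 4.2% in these data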;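 note: 0% = DAX1-transfected cells with DMSO and 100% = empty-vector control cells with DMSO; inhibition shows as a rise in luminescence from relieved DAX1 repression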
# Target sequence (P51843 207-470 limits assumed): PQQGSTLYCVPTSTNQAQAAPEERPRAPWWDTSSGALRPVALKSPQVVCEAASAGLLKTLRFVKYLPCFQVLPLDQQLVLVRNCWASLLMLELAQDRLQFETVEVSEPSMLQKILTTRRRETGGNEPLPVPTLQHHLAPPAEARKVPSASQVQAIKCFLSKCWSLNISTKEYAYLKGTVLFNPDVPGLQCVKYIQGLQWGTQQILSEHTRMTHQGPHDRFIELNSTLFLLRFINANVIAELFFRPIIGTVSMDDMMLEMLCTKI
# PG9 Ab binder: small molecules binding HIV-1 gp120 antibody PG9; TR-FRET gp120-PG9 antibody binding; inhibition, % at 6.7 µM; 360,000 compounds, 0.43% hits; in the data active = inhibition above about 8.5%
# SMARCA2 act: increases SMARCA2 function in MMTV reporter cells. activation, % at 9.1 µM. MG213 cells, MMTV-luciferase reporter, dexamethasone, overnight. 370,000 compounds, 1% hits; in the data active = activation above about 7.8%;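 note: 0% = vehicle wells and 100% = reference activator wells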
# GC-A act: GC-A (human) enzyme activation; P16066; HEK293 GC-A cells, cGMP TR-FRET, EC30 ANP; 0% at EC30 ANP, 100% saturating ANP; activation, % at 10 µM; 370,000 compounds, 0.14% hits; AID 1671463; in the data active = activation above about 40%
# DAX1 inh-2: DAX1 (NR0B1) inhibition, primary screen; HEK293T StAR-luciferase reporter, SF-1/DAX-1 repression relief; 370,000 compounds, 1.1% hits; AID 652010; inhibition, % at 6.8 µM;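 active = inhibition above the mean over all tested compounds plus 3 SD, cut at about 3.6% in these data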;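 note: 0% = DAX-1 cells with DMSO and 100% = cells lacking DAX-1 with DMSO; higher inhibition means more luminescence from relief of DAX-1 repression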
# GAA850 FXN act: frataxin GAA850 promoter activation; activation, % at 6 µM; HEK293 lucGAA850 FXN promoter luciferase reporter, 24 h; percent of 10 µM SAHA response; 360,000 compounds, 0.56% hits;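 active = activation above the average of all compounds screened plus 3 SD, cutoff fixed separately per campaign, cut at about 7.5% in these data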;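 note: 0% = DMSO wells and 100% = 10 µM SAHA wells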
# hcDAF-12 act: H. contortus DAF-12 activation, primary screen; 370,000 compounds, 1.4% hits; HEK293 hcDAF-12 lit1-tk-luc reporter, luminescence; 0% DMSO, 100% Δ7-dafachronic acid; activation, % at 6.8 µM; AID 652067;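 active = activation above the mean of all tested compounds plus 3 SD, cut at about 5.5% in these data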;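 note: 100% = response to 3 µM Δ7-dafachronic acid high control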
# hgDAF12 agonist: hgDAF-12 agonism, primary luciferase screen. HEK293 GAL4-hgDAF12 UAS-luciferase reporter, agonist luminescence; normalized to butyrate control. activation, % at 6.8 µM. 370,000 compounds, 1.8% hits;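 active = activation above a cutoff set at the mean of all screened compounds plus 3 SD, cut at about 10% in these data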;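 note: 0% = DMSO wells and 100% = sodium butyrate wells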
# ssDAF-12 act: activators of S. stercoralis DAF-12 nuclear receptor | HEK293 ssDAF-12/GRIP1 lit1-tk-luc reporter, luminescence; % of 3 µM dafachronic acid response | 370,000 compounds, 1% hits | activation, % at 6.8 µM;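 active = activation above the mean over all tested compounds plus 3 SD, cut at about 0.9% in these data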;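 note: 0% = DMSO-only wells and 100% = 3 µM delta7-dafachronic acid wells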
# ADAM17 inh: inhibitors of human ADAM17; recombinant ADAM17, EDANS/DABCYL FRET peptide cleavage; inhibition, % at 6.95 µM; 370,000 compounds, 0.83% hits; AID 720648;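 active = inhibition above the mean of compounds lying between control limits plus 3 SD, set per campaign, cut at about 8.5% in these data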;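 note: 0% = DMSO-only wells as the low control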
# Target sequence (P78536 215-824 limits assumed): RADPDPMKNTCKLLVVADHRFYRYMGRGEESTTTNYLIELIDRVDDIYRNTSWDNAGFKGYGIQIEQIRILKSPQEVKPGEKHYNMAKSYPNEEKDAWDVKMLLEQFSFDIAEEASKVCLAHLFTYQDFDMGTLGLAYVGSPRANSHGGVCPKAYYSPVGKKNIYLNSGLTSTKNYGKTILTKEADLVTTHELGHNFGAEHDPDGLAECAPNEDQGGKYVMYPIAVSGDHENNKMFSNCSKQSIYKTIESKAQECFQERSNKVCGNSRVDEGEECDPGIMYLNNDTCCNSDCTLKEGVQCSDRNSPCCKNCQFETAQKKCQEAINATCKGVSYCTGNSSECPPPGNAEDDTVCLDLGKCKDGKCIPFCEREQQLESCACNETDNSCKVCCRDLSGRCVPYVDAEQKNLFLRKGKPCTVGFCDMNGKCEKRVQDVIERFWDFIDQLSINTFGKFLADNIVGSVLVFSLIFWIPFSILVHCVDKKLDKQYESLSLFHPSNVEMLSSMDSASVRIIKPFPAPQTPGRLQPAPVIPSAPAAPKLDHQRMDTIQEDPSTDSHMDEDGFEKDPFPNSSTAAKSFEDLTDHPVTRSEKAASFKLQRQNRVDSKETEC
# ADAM10 inh: ADAM10 inhibition, QFRET primary screen | AID 720582 | O14672 | recombinant ADAM10, EDANS/DABCYL FRET peptide cleavage, 3 h | inhibition, % at 7 µM | 370,000 compounds, 0.62% hits;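 active = inhibition above a per-campaign cutoff equal to the mean of compounds falling between control-based bounds plus 3 SD, cut at about 20% in these data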;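 note: 0% = DMSO wells while the 100% control is not disclosed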
# Numbers without * were called inactive; i = inactive; x = not tested or not shown. Hits appear at their usual frequency; overall some 6.8% were active at least once.
# Short forms: A = DAX1 inh-1; B = PG9 Ab binder; C = SMARCA2 act; D = GC-A act; E = DAX1 inh-2; F = GAA850 FXN act; G = hcDAF-12 act; H = hgDAF12 agonist; I = ssDAF-12 act; J = ADAM17 inh; K = ADAM10 inh
SMILES: O=C1c2ccccc2NC(c2ccccc2)N1Cc1ccco1 (centres undefined)
  A = 1.0; B = 0.7; C = 4; D = -4; E = -0.6; F = 0.1; G = -2.3; H = -3.1; I = -1.7; J = -406; K = i

SMILES: O=C(Nc1ccccc1Cl)c1cc(C2CCCN(C(=O)c3cccc(O)c3)C2)on1 (centres undefined)
  A = x; B = -2.0; C = -4; D = 2; E = -0.2; F = 0.1; G = -2.5; H = 1.1; I = -1.5; J = 0; K = -4

SMILES: COc1ccc(/C=C/C(=O)OCC(=O)N2CCN(S(=O)(=O)c3ccc(C)cc3C)CC2)cc1OC
  A = -0.6; B = -2.7; C = -1; D = 5; E = -1.4; F = 0.2; G = -0.3; H = 0.8; I = -0.1; J = -7; K = -22

SMILES: Oc1cccc2c3c(oc12)CCCC3
  A = x; B = -0.3; C = 2; D = 2; E = -0.3; F = 1.2; G = 0.6; H = 1.3; I = -1.1; J = -4; K = -2

SMILES: CC(C)CN(C(=O)COC(=O)CSc1ccccc1F)c1c(N)n(Cc2ccccc2)c(=O)[nH]c1=O
  A = 0.7; B = 1.6; C = -1; D = 0; E = -0.2; F = -1.5; G = -1.5; H = 0.3; I = -1.3; J = -3; K = -13

SMILES: Cc1cc(N2CCN(C(C(=O)NC3CCCC3)c3ccc(-c4ccccc4)cc3)CC2)c2ccccc2n1 (centres undefined)
  A = x; B = 0.6; C = -1; D = 0; E = -2.4; F = x; G = -1.1; H = 0.5; I = -1.9; J = 1; K = 13

SMILES: Cn1cnnc1SCC(=O)Nc1ccc(Cl)c(S(=O)(=O)N2CCOCC2)c1
  A = 0.6; B = -0.5; C = 5; D = 0; E = 0.2; F = 1.2; G = -0.8; H = 1.7; I = -1.2; J = 2; K = 6

SMILES: Cc1[nH]c2ccccc2c1C(=O)C(=O)N1CC(C)OC(C)C1 (centres undefined)
  A = 0.0; B = -1.9; C = -3; D = 0; E = 0.2; F = 0.8; G = 0.2; H = 1.9; I = -0.5; J = 2; K = -18

SMILES: Cn1c(=O)c2c(ncn2CCOc2ccc(Br)cc2)n(C)c1=O
  A = -0.8; B = -1.0; C = 2; D = 1; E = -0.3; F = 1.4; G = -2.3; H = 1.7; I = -1.1; J = 1; K = -5

SMILES: CCC(C)Sc1nc2c(c(=O)[nH]c(=O)n2C)n1Cc1ccccc1Cl (centres undefined)
  A = -0.4; B = 0.6; C = -2; D = 26; E = 0.0; F = 1.9; G = -1.2; H = -4.5; I = -1.5; J = -1; K = -11

SMILES: Cc1sc2ncnc(N3CCC(C(=O)Nc4ccc(F)cc4Cl)CC3)c2c1C
  A = -0.4; B = -0.6; C = -5; D = 0; E = 1.9; F = -0.6; G = -0.8; H = -1.4; I = -1.5; J = 5; K = -1

SMILES: C[C@@H]1CN([C@H](C)CO)C(=O)c2cc(Br)cnc2O[C@@H]1CN(C)Cc1ccc(F)cc1
  A = -0.2; B = -1.4; C = -2; D = -7; E = 0.6; F = -3.0; G = 1.2; H = -1.2; I = -0.8; J = -1; K = -6

SMILES: COC(=O)[C@@]12C[C@@H](CC(=O)NCc3cccc(C(F)(F)F)c3)C(=O)N(Cc3ccco3)C1=CCC(C)(C)C2
  A = x; B = -0.4; C = 2; D = -2; E = -0.1; F = x; G = 0.4; H = 0.0; I = -0.9; J = 5; K = 5

SMILES: CSc1ccc(C#N)cc1NC(=O)c1ccccc1C
  A = 1.5; B = 1.0; C = -3; D = -2; E = -0.1; F = -1.2; G = 0.6; H = -0.8; I = -0.5; J = -2; K = 2

SMILES: O=C(COC(=O)CNC(=O)c1ccccc1)Nc1ccc(Cl)cn1
  A = -0.3; B = -1.0; C = 0; D = 0; E = -0.1; F = -1.2; G = -0.9; H = -1.8; I = -1.3; J = -2; K = -4

SMILES: COc1cc(CCC(=O)N2CCN(c3ccc([N+](=O)[O-])cc3)CC2)cc(OC)c1OC
  A = 0.2; B = -0.1; C = 0; D = -4; E = -0.2; F = -1.8; G = -2.8; H = -2.1; I = -1.5; J = 1; K = 12

SMILES: CC(=O)c1ccc(NC(=S)N2c3ccccc3CC2C)cc1 (centres undefined)
  A = 0.8; B = 0.0; C = -1; D = 4; E = 0.5; F = -1.9; G = 3.2; H = 1.6; I = 0.0; J = -3; K = -10

SMILES: COc1ccc(NC(=O)CNS(=O)(=O)c2cccc3nonc23)c(OC)c1
  A = 0.9; B = -2.7; C = 6; D = -3; E = 0.2; F = 0.2; G = -1.5; H = 2.4; I = -1.3; J = -1; K = 6

SMILES: Cc1ccc(C)c(N2CCN(c3cnn(-c4nc5ccccc5s4)c(=O)c3Cl)CC2)c1
  A = 3.2; B = -0.7; C = 9.3*; D = -5; E = 3.7*; F = 5.6; G = 4.7; H = 14*; I = 0.3; J = -1; K = 5

SMILES: O=C(NCCc1ccc(Cl)cc1)c1cnc2n(c1=O)CCS2
  A = 1.9; B = -0.2; C = 1; D = 2; E = 2.6; F = 2.5; G = 1.2; H = 4.1; I = -0.6; J = -2; K = -11

SMILES: CCOC(=O)c1[nH]c2ccc(Br)cc2c1NC(=O)CCN1CCC(C)CC1
  A = 0.4; B = 2.7; C = -3; D = -7; E = -0.6; F = -1.0; G = -0.7; H = -0.2; I = -0.5; J = -4; K = -4

SMILES: Oc1cccc(C(Nc2nccs2)c2ccc3cccnc3c2O)c1 (centres undefined)
  A = -2.1; B = 0.0; C = -5; D = 2; E = -5.6; F = -2.5; G = -3.9; H = -11; I = -1.9; J = 5; K = 9

SMILES: CC(C)(C)N(Cc1ccccc1)C(=O)COc1cccnc1[N+](=O)[O-]
  A = -0.2; B = 0.5; C = -1; D = -17; E = -0.1; F = -1.7; G = -1.0; H = -2.6; I = -1.8; J = -4; K = -3

# 2 of these compounds in another layout.
SMILES	DAX1 inh-1	PG9 Ab binder	SMARCA2 act	GC-A act	DAX1 inh-2	GAA850 FXN act	hcDAF-12 act	hgDAF12 agonist	ssDAF-12 act	ADAM17 inh	ADAM10 inh
Oc1cccc(C(Nc2nccs2)c2ccc3cccnc3c2O)c1 (centres undefined)	-2.1	0.0	-5	2	-5.6	-2.5	-3.9	-11	-1.9	5	9
CCOC(=O)c1[nH]c2ccc(Br)cc2c1NC(=O)CCN1CCC(C)CC1	0.4	2.7	-3	-7	-0.6	-1.0	-0.7	-0.2	-0.5	-4	-4

# A different layout for some results above.
Structure	DAX1 inh-1	PG9 Ab binder	SMARCA2 act	GC-A act	DAX1 inh-2	GAA850 FXN act	hcDAF-12 act	hgDAF12 agonist	ssDAF-12 act	ADAM17 inh	ADAM10 inh
Oc1cccc2c3c(oc12)CCCC3	x	-0.3	2	2	-0.3	1.2	0.6	1.3	-1.1	-4	-2
CC(C)(C)N(Cc1ccccc1)C(=O)COc1cccnc1[N+](=O)[O-]	-0.2	0.5	-1	-17	-0.1	-1.7	-1.0	-2.6	-1.8	-4	-3

# Two compounds drawn at random from the list so far, as already listed:
# Short forms: A = DAX1 inh-1; B = PG9 Ab binder; C = SMARCA2 act; D = GC-A act; E = DAX1 inh-2; F = GAA850 FXN act; G = hcDAF-12 act; H = hgDAF12 agonist; I = ssDAF-12 act; J = ADAM17 inh; K = ADAM10 inh
SMILES: CC(=O)c1ccc(NC(=S)N2c3ccccc3CC2C)cc1 (centres undefined)
  A = 0.8; B = 0.0; C = -1; D = 4; E = 0.5; F = -1.9; G = 3.2; H = 1.6; I = 0.0; J = -3; K = -10

SMILES: COC(=O)[C@@]12C[C@@H](CC(=O)NCc3cccc(C(F)(F)F)c3)C(=O)N(Cc3ccco3)C1=CCC(C)(C)C2
  A = x; B = -0.4; C = 2; D = -2; E = -0.1; F = x; G = 0.4; H = 0.0; I = -0.9; J = 5; K = 5
